Assay outcomes as filed in PubChem.
SV40 large T antigen = SV40 large T antigen inhibitors, biochemical (AID 1903). 310,000 compounds, 0.39% hits. inhibition, % at 20 µM, or IC50 in µM where a hit was titrated. SV40 large T antigen ATPase/helicase inhibition assay; higher % means a stronger effect; in the data active = a potency from the dose series; note: strong numbers were not always called active
LYP phosphatase = inhibitors of LYP phosphatase, biochemical, fluorescence intensity, uHTS (AID 1779) | recombinant LYP phosphatase, fluorescence intensity; higher % means a stronger effect | inhibition, % at 11.5 µM; hits with a dose series show IC50 in µM | 290,000 compounds, 0.054% hits; in the data active = inhibition above about 50%;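 note: plate controls were vehicle with enzyme for no effect and no enzyme for full effect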
GPR55 activation = selective activators of receptor GPR55 – imaging, U2OS cells, beta-arrestin-GFP redistribution, primary screen (AID 1961) | U2OS GPR55 beta-arrestin-GFP redistribution imaging; higher % means a stronger effect | activation, % at 10 µM, or EC50 in µM where a hit was titrated | 290,000 compounds, 0.048% hits;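 active = activation above 40% with more than 50 cells counted in the well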;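 note: U2OS osteosarcoma cells stably expressing GPR55 and beta-arrestin-GFP; plate controls were DMSO negative control for no effect and LPI positive control for full effect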
T cell HTS = modulates CD8 T cell binding to vesicles; 2C CD8+ T cell-vesicle binding, flow cytometry; stronger effect = lower value; calls only at 7 µM; 330,000 compounds, 0.068% hits;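 active = response, share of CD8 T cells binding vesicles, and their 90th percentile fluorescence all below set limits, cut at about 80% in these data, passing the limit was not always enough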
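Material: 2C TCR transgenic mouse naive CD8+ T cells, MACS-purified. Also added: QL9-charged Drosophila Ld/ICAM-1/B7-1 vesicles. Timing: binding 1.5 h at 37 °C. Measured by: high-throughput flow cytometry with anti-B7-1 and anti-CD8 staining. Read-out: percent CD8+ FL2 mean versus row control. Controls: Unloaded micro-vesicles (low), QL9 vesicles with 0.7% DMSO (high).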
GPR35 antagonists = GPR35 antagonists blocking zaprinast-driven arrestin recruitment, primary screen, imaging, U2OS, beta-arrestin-GFP, zaprinast agonist (AID 2058). U2OS GPR35 beta-arrestin-GFP translocation imaging, zaprinast antagonism; higher % means a stronger effect. inhibition, % at 10 µM; hits with a dose series show IC50 in µM. 290,000 compounds, 0.052% hits;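 active = inhibition of at least 50% with at least 30 cells and total cytoplasm GFP at most 10,000,000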
GPR55 antagonists = inhibition of LPI-stimulated GPR55 beta-arrestin translocation – imaging, U2OS, beta-arrestin-GFP, LPI agonist, primary screen (AID 2013). U2OS GPR55 beta-arrestin-GFP translocation imaging, LPI antagonism; higher % means a stronger effect. inhibition, % at 10 µM, or IC50 in µM where a hit was titrated. 290,000 compounds, 0.13% hits;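 active = spots per cell inhibited over 60%, with over 100 cells counted and total cytoplasm intensity under 500,000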;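 note: U2OS cells stably carrying GPR55 and arrestin-GFP stimulated by 5 µM LPI near EC80; imaged beta-arrestin-GFP aggregate spots per cell after agonist stimulation; plate controls were LPI-stimulated DMSO wells for no effect and DMSO wells without LPI for full effect; some results filed as inactive read as strong as hits; confirmed hits need IC50 under 10 µM and bright autofluorescent wells are also inconclusive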
Hep lipid drop = modulators of hepatic lipid droplet formation | AML12 mouse hepatocytes, oleate lipid droplets, BODIPY imaging | inhibition, % at 6.5 µM | 240,000 compounds, 0.4% hits;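 active = lipid droplet intensity inhibited by at least 50%, with more than 500 cells counted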
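Assay system: AML12 hepatocytes (mouse) / Also added: 100 µM oleic acid challenge / Times: overnight treatment with compound plus oleate / Detection: high-content imaging of BODIPY-stained droplets and DAPI nuclei / Evaluation: % inhibition of lipid droplet signal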
NTR1 agonist = NTR1-driven beta-arrestin-GFP spot formation – imaging, U2OS cells, high content, primary screen (AID 493036) | P30989 | agonist mode | activation, % at 20 µM | 330,000 compounds, 0.17% hits;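 active = activation at or above 40% of the spot to cytoplasm intensity ratio, with at least 20 cells analyzed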;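 note: 0% = DMSO without peptide and 100% = 100 nM NTR1 peptide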
Target sequence (P30989 whole entry, looked up): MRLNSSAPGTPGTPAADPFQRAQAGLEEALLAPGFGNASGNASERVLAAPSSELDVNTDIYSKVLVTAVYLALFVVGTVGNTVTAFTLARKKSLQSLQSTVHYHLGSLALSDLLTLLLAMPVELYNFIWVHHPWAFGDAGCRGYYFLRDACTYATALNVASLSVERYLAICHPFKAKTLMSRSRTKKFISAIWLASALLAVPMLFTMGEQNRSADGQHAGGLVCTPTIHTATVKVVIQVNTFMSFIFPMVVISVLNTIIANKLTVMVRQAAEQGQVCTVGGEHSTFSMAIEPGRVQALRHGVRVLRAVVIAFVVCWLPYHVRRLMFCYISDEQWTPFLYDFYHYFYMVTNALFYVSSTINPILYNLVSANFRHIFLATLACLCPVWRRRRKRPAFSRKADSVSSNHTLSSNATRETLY
Rac1 GTP hydrolysis = MgcRacGAP GTPase-activating activity inhibitors, confirmation, biochemical, ADP Hunter fluorescence. MgcRacGAP-stimulated Rac1 GTP hydrolysis, ADP Hunter fluorescence; higher % means a stronger effect; GST-tagged Rac1 F28L mutant substrate. inhibition, % at 30 µM, or IC50 in µM where a hit was titrated. 340,000 compounds, 0.6% hits. AID 624330;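 active = first-screen hits whose inhibition reached a set limit at any dose in the follow-up dose series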;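 note: fluorescence reports GDP produced by GAP-driven GTP hydrolysis; strong numbers were not always called active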
Hep lipid drop cells 6.5 µM = further read-out of Hep lipid drop, marked with its call; cell count; measured here: cell count, cytotoxicity flag;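 cells counted across two imaged fields per well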
T cell HTS vesicle-bound % = second read-out of T cell HTS, no call of its own (marks repeat the call); double positive events, %; measured here: CD8+ vesicle-bound cell fraction;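 binding gate set so that unloaded-vesicle control wells show 10% double positive cells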
NTR1 agonist cell count 20 µM = further read-out of NTR1 agonist, marked with its call; cell count; measured here: cell count, cytotoxicity flag
* = called active by the depositor; i = inactive; · = no result given.

SMILES | SV40 large T antigen | LYP phosphatase | GPR55 activation | T cell HTS | T cell HTS vesicle-bound % | GPR35 antagonists | GPR55 antagonists | Hep lipid drop | Hep lipid drop cells 6.5 µM | NTR1 agonist | NTR1 agonist cell count 20 µM | Rac1 GTP hydrolysis
CCCC(O)(c1ccc(OC)cc1)C(CN1CCOCC1)c1ccccc1 (stereo not given) | -1% | -2% | 0.1% | i | 49 | -5% | -2% | 7 | 673 | -0.5 | 84 | 9%
NC(=O)c1ccc(NC(=O)COC(=O)c2ccccc2Nc2ccccc2)cc1 | -3% | -10% | 0.1% | i | 52 | 3% | 1% | -6 | 666 | -1.0 | 102 | 2%
Cc1ccc(-c2nc(C)sc2CC(=O)Nc2nnc(C)s2)cc1 | 3% | 2% | 0.7% | i | 33 | -4% | -5% | 7 | 680 | -0.8 | 52 | -1%
CN(Cc1nc(-c2cnccn2)no1)CC1CCN(Cc2ccccc2)CC1 | 11% | -3% | -0.1% | i | 29 | 15% | -5% | 1 | 569 | -0.2 | 59 | 10%
Cc1nonc1OCCNCc1c(C(=O)N2CCCCCCC2)nc2ccc(Cl)cn12 | 3% | -9% | 0.2% | i | 61 | 16% | 2% | -3 | 715 | -0.5 | 84 | 4%
COc1ccc(NC(=O)c2c(-c3ccccc3)noc2C)c(OC)c1 | 2% | -6% | -0.1% | i | 24 | -3% | -10% | -8 | 718 | -1.2 | 39 | 0%
CCC(C)NS(=O)(=O)c1ccc(NC(=O)CCC2CCCCC2)cc1 (stereo not given) | -3% | -6% | -0.1% | i | 36 | 0% | 18% | · | · | -0.2 | 74 | -1%
CCOc1ncccc1C(=O)OCC(=O)N1CCN(S(=O)(=O)c2ccccc2)CC1 | 7% | -2% | 0.2% | i | 37 | 18% | 22% | · | · | 0.2 | 61 | 2%
CC1=C(C(=O)Nc2ccccc2)C2(CCCCC2)C(C(N)=O)C(=S)N1 (stereo not given) | 5% | -4% | 1.0% | i | 48 | 24% | -6% | 0 | 498 | -1.6 | 80 | 5%
NC(=O)CCCc1nc(-c2ccccc2)no1 | 5% | -9% | 0.0% | i | 30 | -5% | -4% | · | · | -0.4 | 43 | 7%
COc1ccc(-n2nnc3c(=O)n(CC(=O)NCC4CCCO4)cnc32)cc1 (stereo not given) | 4% | -9% | -0.1% | i | 10 | 2% | -5% | · | · | 1.0 | 63 | 10%
Cc1ccccc1OCCn1nc(C(=O)O)c2ccccc2c1=O | 4% | -10% | 0.3% | i | 46 | 2% | -8% | · | · | 4.3 | 42 | -1%
CCCCC1CCC(C(=O)N(C)CC(=O)Nc2cccc(F)c2)CC1 (stereo not given) | -6% | -2% | -0.1% | i | 6 | -8% | -8% | -1 | 754 | 5.9 | 52 | 3%
Cc1ccc(S(=O)(=O)N(CC(=O)N/N=C\c2cccs2)c2cccc3cccnc23)cc1 | 5% | -8% | 0.1% | i | 44 | -1% | 5% | -4 | 647 | 1.6 | 50 | 2%
c1ccc(-c2cc3n(c2)CCc2ccccc2-3)cc1 | 0% | -5% | 0.1% | i | 8 | 12% | 3% | -6 | 694 | -1.7 | 36 | 9%
CC(=O)c1c(C)nn(CC(O)COc2ccc3c(c2)CCC3)c1C (stereo not given) | 27% | -2% | -0.1% | i | 42 | 3% | -10% | 10 | 702 | 0.4 | 63 | 0%
COc1ccc(CN2CCNC(=O)C2CC(=O)NCCc2c[nH]c3ccccc23)c(OC)c1 (stereo not given) | -3% | -3% | -0.1% | i | 22 | -14% | 8% | -30 | 681 | 1.0 | 57 | 3%
O=C(Cc1ccccc1)NC(Nc1ccccc1)C(Cl)(Cl)Cl (stereo not given) | -1% | -7% | -0.2% | i | 37 | 4% | -9% | 1 | 725 | 0.3 | 51 | 7%
O=C(NC(=S)Nc1nc(-c2cccc([N+](=O)[O-])c2)cs1)c1ccccc1Cl | 13% | -6% | 0.1% | i | 42 | 2% | 10% | 27 | 697 | 5.9 | 51 | ·
Cc1ccc(NC(=O)CN(C)C2CCCCC2)cc1Br | -3% | 6% | -0.1% | i | 12 | 6% | 14% | 0 | 593 | 2.7 | 35 | 137µM*
Cc1c(O)ccc2c(O)c(NC(=O)c3ccc4c(c3)CCC(C)(C)O4)c(=O)oc12 | 19% | -6% | -0.1% | i | 18 | 4% | 2% | -11 | 671 | -1.0 | 89 | 6%
CCCNC(=O)c1n[nH]c2c1CC(C(C)(C)CC)CC2 (stereo not given) | 15% | · | · | i | 51 | · | · | · | · | 0.2 | 103 | 5%
CCc1ccc2[nH]c(=O)c(C(c3nnnn3CCOC)N3CCN(c4ccccc4)CC3)cc2c1 (stereo not given) | 6% | -5% | -0.2% | i | 26 | 6% | 0% | · | · | 1.1 | 55 | 5%
O=C(C(c1ccccc1)c1ccccc1)N1CCN(Cc2ccco2)CC1 | 2% | 1% | 0.1% | i | 36 | -6% | 9% | -1 | 759 | 0.3 | 55 | 12%
CCOC(=O)CC1=C(C(=O)OCC)C(c2cccs2)C(C#N)=C(N)O1 (stereo not given) | 11% | 2% | -0.2% | i | 31 | 5% | 7% | -5 | 704 | 2.2 | 56 | 9%
COc1ccc(N(S(=O)(=O)c2ccccc2)S(=O)(=O)c2ccccc2)c(N)c1 | -4% | · | · | i | 31 | · | · | · | · | -0.6 | 99 | 10%
c1ccc(-c2nnc(OCc3cccnc3)c3ccccc23)cc1 | 13% | -4% | 0.0% | i | 58 | -11% | 0% | 1 | 687 | 1.8 | 41 | 3%
Cc1ccc(NC(=O)c2ccco2)c(NC(=O)c2ccccc2C)c1 | -1% | -6% | 0.7% | i | 44 | 1% | 5% | 4 | 829 | 0.5 | 32 | 1%
Clc1ccc(C2=NN(c3ccccc3)C(c3ccco3)C2)cc1 (stereo not given) | 12% | -10% | -0.1% | i | 59 | 3% | 11% | 30 | 739 | 2.2 | 66 | 9%
COc1ccc(NC(=O)NN2CCN(C)CC2)cc1OC | 4% | -7% | 0.3% | i | 64 | -6% | -2% | -2 | 701 | -0.5 | 54 | 8%
COc1ccc(-n2nc3c(=O)[nH][nH]c3cc2=O)cc1 | 9% | 0% | 0.6% | i | 31 | -32% | -8% | 2 | 697 | 2.8 | 63 | 14%
CCCNC(=O)CN1C(=O)NC2(CCCc3cc(OC)ccc32)C1=O (stereo not given) | -2% | -10% | 0.0% | i | 39 | -2% | 0% | -3 | 740 | -1.0 | 47 | 4%
CCN1c2ccccc2S(=O)(=O)c2ccccc21 | 2% | -6% | -0.1% | i | 14 | -15% | -10% | -22 | 838 | 0.0 | 41 | 3%
NC(=O)c1ccc(OCC(F)(F)C(F)(F)C(F)(F)C(F)(F)C(F)(F)C(F)F)cc1 | 5% | -1% | -0.1% | i | 36 | 13% | -4% | · | · | 3.4 | 56 | 4%
Cc1c(CN2CCCC(CO)(Cc3cccc(Cl)c3)C2)cnn1C (stereo not given) | 5% | -7% | -0.2% | i | 19 | 8% | 4% | -13 | 702 | -2.4 | 46 | 7%
COc1ccc(OCC(=O)N/N=C/c2ccc(O[C@@H]3O[C@H](CO)[C@@H](O)[C@H](O)[C@H]3O)cc2)cc1 | -16% | -7% | 0.0% | i | 20 | 4% | 0% | · | · | -0.2 | 72 | -3%
COC(=O)c1ccc(NC(=S)NCCC2=CCCCC2)cc1 | -3% | -11% | 0.2% | i | 23 | 32% | -2% | · | · | 3.5 | 44 | -1%
Cn1c(=O)cc(OCC(=O)NCc2ccccn2)c2ccccc21 | 0% | 0% | -0.1% | i | 42 | 8% | -16% | · | · | -1.4 | 96 | 9%
CCOC(=O)c1[nH]c(COC(=O)C2CC(=O)N(Cc3ccccc3)C2)c(C(=O)OCC)c1C (stereo not given) | 8% | -2% | 0.0% | i | 31 | -2% | -2% | -10 | 673 | 1.5 | 62 | 6%
COCCN(CCOC)S(=O)(=O)c1ccc(C(=O)Nc2ccc(S(=O)(=O)Nc3nccc(C)n3)cc2)cc1 | 4% | 0% | 0.5% | i | 56 | -10% | 9% | 5 | 711 | -1.0 | 77 | 2%
Cc1ccccc1NC(=O)CSc1ccsc1[N+](=O)[O-] | 8% | -2% | -0.3% | i | 24 | -9% | 1% | -21 | 685 | 4.3 | 86 | 11%
COC(=O)c1cc(OC)c(OC)cc1NC(=O)c1ccc(OC)c(OC)c1 | 12% | -2% | -0.1% | i | 37 | 18% | 6% | 5 | 802 | 1.3 | 46 | 4%
CCN(CC)CCOCCOC(=O)C1(c2ccccc2)CCCC1 | 3% | · | · | i | 47 | · | · | · | · | -1.1 | 51 | -3%
O=C(COC(=O)c1ccccn1)NCc1cccs1 | 11% | · | · | i | 52 | · | · | · | · | 0.9 | 66 | 3%
Cc1ccc(S(=O)(=O)N(CC(=O)Nc2ccccc2C(=O)O)c2ccccc2C)cc1 | 6% | -5% | 0.2% | i | 57 | -5% | 16% | 14 | 761 | 0.9 | 41 | -4%
Cc1cc(/C=N/n2cnnc2)c(C)n1-c1ccc(OCc2ccc(Cl)cc2Cl)cc1 | 2% | 4% | 1.3µM* | i | 18 | -14% | 30% | -86 | 691 | 9.5 | 43 | 5%
CCOC(=O)CNS(=O)(=O)CCN1C(=O)c2ccccc2C1=O | 19% | -12% | -0.1% | i | 33 | -5% | -6% | 19 | 776 | 1.4 | 53 | 3%

Full records, looked up by structure. Values in the order: SV40 large T antigen | LYP phosphatase | GPR55 activation | T cell HTS | T cell HTS vesicle-bound % | GPR35 antagonists | GPR55 antagonists | Hep lipid drop | Hep lipid drop cells 6.5 µM | NTR1 agonist | NTR1 agonist cell count 20 µM | Rac1 GTP hydrolysis
O=C(COC(=O)c1ccccn1)NCc1cccs1 as listed: 11% | · | · | i | 52 | · | · | · | · | 0.9 | 66 | 3%
Cc1ccccc1NC(=O)CSc1ccsc1[N+](=O)[O-] as listed: 8% | -2% | -0.3% | i | 24 | -9% | 1% | -21 | 685 | 4.3 | 86 | 11%
Cc1cc(/C=N/n2cnnc2)c(C)n1-c1ccc(OCc2ccc(Cl)cc2Cl)cc1 as listed: 2% | 4% | 1.3µM* | i | 18 | -14% | 30% | -86 | 691 | 9.5 | 43 | 5%
